CHT inh: inhibits the human high affinity choline transporter; 0.86% of 310,000 active; Q9GZV3; B-score at 10 µM; CHT-expressing cells, membrane potential dye, choline response; hits give low values;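 active means B-score over 3 SD under the library average, and starting fluorescence ratio not unusually high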;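 further: choline stimulus applied at its EC90 after an EC20 pre-addition; B-score computed on integrated fluorescence ratio after choline addition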
Target sequence (Q9GZV3 whole entry, looked up): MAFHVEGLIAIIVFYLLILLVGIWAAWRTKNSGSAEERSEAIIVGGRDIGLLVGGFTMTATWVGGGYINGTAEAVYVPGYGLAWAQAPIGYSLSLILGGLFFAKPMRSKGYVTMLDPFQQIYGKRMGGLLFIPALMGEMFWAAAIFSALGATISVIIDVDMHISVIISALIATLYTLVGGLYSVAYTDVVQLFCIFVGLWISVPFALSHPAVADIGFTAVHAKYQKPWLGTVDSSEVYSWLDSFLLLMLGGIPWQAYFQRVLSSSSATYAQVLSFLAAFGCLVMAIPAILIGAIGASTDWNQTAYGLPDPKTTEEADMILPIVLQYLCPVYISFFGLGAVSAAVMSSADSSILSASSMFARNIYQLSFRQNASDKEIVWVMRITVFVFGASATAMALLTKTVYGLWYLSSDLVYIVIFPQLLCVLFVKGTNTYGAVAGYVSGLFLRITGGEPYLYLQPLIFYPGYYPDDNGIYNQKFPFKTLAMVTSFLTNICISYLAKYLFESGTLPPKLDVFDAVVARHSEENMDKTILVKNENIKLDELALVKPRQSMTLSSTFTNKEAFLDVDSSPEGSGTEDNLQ
Kir21 block: inhibitors of mouse Kir2.1 inward-rectifier potassium channel; 0.85% of 310,000 active; B-score at 10 µM; AID 1672; HEK293-Kir2.1, FluxOR thallium flux fluorescence; hits give low values; P35561;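 active means fluorescence ratio B-score at or below minus 3 SD of library scores, with starting-brightness B-score within 2 SD, cut at about -4.2 in these data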;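 further: channel flux triggered by added potassium and thallium sulfate stimulus; B-score of peak minus minimum fluorescence over baseline after thallium stimulus; more negative B-score means stronger Kir2.1 block with less thallium influx; some compounds called inactive have numbers as strong as hits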
Target sequence (P35561 whole entry, looked up): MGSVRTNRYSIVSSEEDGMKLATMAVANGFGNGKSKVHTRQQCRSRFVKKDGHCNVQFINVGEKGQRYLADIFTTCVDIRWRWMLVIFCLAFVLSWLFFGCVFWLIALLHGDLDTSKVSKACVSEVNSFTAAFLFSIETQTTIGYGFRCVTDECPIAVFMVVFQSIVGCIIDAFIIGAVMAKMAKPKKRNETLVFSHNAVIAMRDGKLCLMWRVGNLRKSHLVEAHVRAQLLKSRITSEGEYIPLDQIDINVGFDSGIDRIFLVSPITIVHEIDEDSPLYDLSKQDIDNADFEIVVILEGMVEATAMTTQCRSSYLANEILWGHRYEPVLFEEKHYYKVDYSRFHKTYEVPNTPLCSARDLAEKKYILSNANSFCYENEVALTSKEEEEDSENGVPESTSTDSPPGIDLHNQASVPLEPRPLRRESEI
* = called active by the depositor; i = inactive; / = no result given.

Values run as follows: CHT inh, Kir21 block
1	CCCNC(=O)CN1CCN(c2cc3ccccc3c(Cl)n2)CC1
  i, 1.2
2	O=C(CNC(=O)c1ccco1)N/N=C/c1c[nH]c2ccccc12
  i, 0.69
3	COc1cc(C)c(Cl)cc1S(=O)(=O)NCC1CCCO1 (stereo unspecified)
  i, -1.7
4	Cc1cc2cc(CNC(=O)CC(C)C)ccc2n1C
  i, -0.02
5	Cc1ccc(C)c(CN2C(=O)c3ccccc3S(=O)c3ccc(C(=O)N4CCN(c5ccccn5)CC4)cc32)c1 (stereo unspecified)
  i, -0.24
6	COc1cc(OC)cc(-c2nc(-c3cc4cc(C)ccc4nc3OC)no2)c1
  /, -1.2
7	CCOc1ccc(N2CC(C(=O)NC3CCCCCC3)CC2=O)cc1 (stereo unspecified)
  i, -0.29
8	NS(=O)(=O)c1ccc(CNC(=O)COc2ccc3c4c(c(=O)oc3c2)CCCC4)cc1
  i, 0.66
9	COc1ccc(-n2c(C)cc(C(=O)COC(=O)Cc3n[nH]c(=O)c4ccccc34)c2C)cc1
  i, -0.27
10	CCOC(=O)CC1CCCCN1C(=O)CCCn1nnnc1CN1CCC(C)CC1 (stereo unspecified)
  i, -0.57
11	O=[N+]([O-])c1c(C(Cl)Cl)nn(-c2ccccc2)c1N1CCOCC1
  i, -0.17
12	CC(C)C(=O)Nc1ccc(NC(=O)c2ccc3c(c2)OCO3)cc1
  i, -0.67
13	CCOc1ccc(C(C)=O)cc1COC(=O)CNC(=O)c1cccs1
  i, -0.97
14	Cc1cccn2c(=O)c3cc(C(=O)NC4CCS(=O)(=O)C4)n(Cc4ccccc4)c3nc12 (stereo unspecified)
  i, 0.68
15	CC(C)OC(=O)C(C#N)c1nc2ccccc2nc1N1CCCC1 (stereo unspecified)
  i, -0.48
16	C#CCOCCOCCOCCNc1nc(N2CCOCC2)nc(N2CCN(C(=O)CCCCCCCCCCNC(=O)[C@@H]([C@H](C)CC)n3cc(CCCCCN)nn3)CC2)n1
  i, /
17	COC(=O)c1ccccc1NC(=O)c1cncc(Br)c1
  i, -1.9
18	Cc1ccc(S(=O)(=O)N2CCCc3ccccc32)cc1C
  i, -2.8
19	COc1ccc(-n2nnc3c(=O)n(Cc4cccc(C)c4)cnc32)cc1
  i, -0.23
20	CC(C)=C1C2CCC1C(C(=O)Nc1sc(C)c(-c3ccc(C(C)C)cc3)c1C(N)=O)C2C(=O)O (stereo unspecified)
  i, -0.88
21	NC(=O)CCCCC(=O)OCCCc1cccs1
  i, -1.1
22	CCNc1ccc(C(=O)OCC(=O)N2CCCC2)cc1[N+](=O)[O-]
  i, 0.81
23	Cc1cc(C)nc(/N=C2\NC(=O)CC(C(=O)O)N2c2ccc(F)c(Cl)c2)n1 (stereo unspecified)
  i, -0.07
24	COc1ccc(Cl)cc1N/C(N)=N/c1nc(C)cc(C)n1
  i, 0.18
25	CCCCC(=O)Nc1cccc(C(=O)Nc2ccccc2C(=O)O)c1
  i, 0.01
26	O=C(O)C1CCCN(C(=O)c2cccc3ccccc23)C1 (stereo unspecified)
  i, 0.31
27	COC(=O)c1cc(S(=O)(=O)NCC2CCN(CCc3ccc(OC)cc3)CC2)c[nH]1
  i, 0.13
28	Cc1ccc2c(c1)N(CC(=O)N1CCCCCC1)C(=O)CO2
  i, 0.99
29	Brc1cccc2sc(N3CCCC3)nc12
  i, -2
30	CCOC(=O)CSc1nc2cc(C)cc(C)c2cc1C#N
  i, 0.05
31	CCCCCCN1C(=O)C(O)=C(C(C)=O)C1c1ccc(Cl)cc1 (stereo unspecified)
  i, -0.01
32	COCC(=O)NCc1nc2ccccc2[nH]1
  i, -1.1
33	CCCCNC(=O)c1ccc2c(c1)N(C)C(=O)c1ccccc1S2
  i, -0.31
34	c1ccc(Oc2ccc(-c3ccnc4nc(N5CCOCC5)nn34)cc2)cc1
  i, 0.65
35	CN(C)c1cccc(NC(=O)CCc2ccccc2)c1
  i, 0.9
36	CCN1CCN(CCCNC(=O)CS(=O)(=O)Cc2nc(-c3cccc(OC)c3)oc2C)CC1
  i, -0.97
37	COc1cccc(CNC(=O)CSc2ccc(-c3ccncc3)nn2)c1
  i, 0.82
38	CC1CCCC(NC(=O)C2CCN(S(=O)(=O)c3cccc4nonc34)CC2)C1C (stereo unspecified)
  i, 0.83
39	COc1cccc(OCc2nnc(SCC(=O)N3c4ccccc4Sc4ccc(Cl)cc43)o2)c1
  i, -0.08
40	CCOC(=O)c1cc2occc2n1CC(=O)N1CCN(C(=O)c2ccco2)CC1
  i, 2.2
41	CCOCc1cc(=O)[nH]c(SC)n1
  /, -0.25
42	Cc1ccc(C(=O)NN2C(=O)C3C4C=CC([C@@H]3C2=O)C42CC2)cc1 (stereo partly specified)
  i, -0.91
43	COCCn1c(C)cc(C(=O)CN2CCCCC2)c1C
  i, 0.02
44	CN(C)CCCNCCCNC(=O)c1ccncc1
  i, 0.51
45	CC/C(=N\NC(=O)c1nnn(-c2nonc2N)c1-c1ccc2c(c1)OCO2)c1ccccc1
  i, 0.05
46	CCCOc1ccc(CSc2nc3ccccc3[nH]2)cc1
  i, 1.3
47	CCOC(=O)C1=C(CCc2ccccc2)NC(=O)NC1c1ccc2ccccc2c1 (stereo unspecified)
  i, 0.51
48	COc1ccc(/C=N/NC(=O)Nc2cccc3nsnc23)c(OC)c1
  i, -0.84
49	O=C(CSc1nnc(-c2ccco2)n1-c1ccccc1)NCC1CCCO1 (stereo unspecified)
  i, 0.33
50	CCC(CC)C(=O)Nc1cc(C(=O)OC)cc(C(=O)OC)c1
  i, 0.38
51	CC(C)c1ccc(S(=O)(=O)N2CCC3(CC2)OCCO3)cc1
  i, 0.54
52	Cc1nn(-c2ccccc2)c(C)c1/C=N/NC(=O)c1cc(C2CC2)[nH]n1
  i, 1.8
53	COc1cccc(NC(=O)CN(C)C(=O)c2sc3cc(Cl)ccc3c2Cl)c1
  i, 0.18
54	COc1ccc(CCN2C(=O)CC(Cc3ccccc3)C2=O)cc1OC (stereo unspecified)
  i, 0.02
55	NC(=O)CN1C(=O)C(O)(CC(=O)/C=C\c2ccc3c(c2)OCO3)c2ccccc21 (stereo unspecified)
  i, 0.73
56	O=C(Nc1ccc(F)cc1F)c1cccn1-c1ncc(C(F)(F)F)cc1Cl
  i, -0.67
57	CC1(C)CC(C(=O)Nc2ccccc2)C(=O)O1 (stereo unspecified)
  i, -0.68
58	O=C(CCN1C(=O)/C(=C/c2ccc3c(c2)OCO3)SC1=S)Nc1ccccc1
  i, 0.27
59	COC(CNC(=O)c1ccc(CS(=O)(=O)c2ccccc2)o1)OC
  i, 0.19
60	COc1ccc(C(CCN2CCCCC2)c2c(O)cc(OC)cc2OC)cc1 (stereo unspecified)
  i, -0.65

An excerpt of these results, screen by screen.
33. CCCCNC(=O)c1ccc2c(c1)N(C)C(=O)c1ccccc1S2
34. c1ccc(Oc2ccc(-c3ccnc4nc(N5CCOCC5)nn34)cc2)cc1
35. CN(C)c1cccc(NC(=O)CCc2ccccc2)c1
36. CCN1CCN(CCCNC(=O)CS(=O)(=O)Cc2nc(-c3cccc(OC)c3)oc2C)CC1
entry no.	33	34	35	36
CHT inh	i	i	i	i
Kir21 block	-0.31	0.65	0.9	-0.97

Complete entries, quoted from the list. Screens in order: CHT inh	Kir21 block
Cc1ccc(C(=O)NN2C(=O)C3C4C=CC([C@@H]3C2=O)C42CC2)cc1 (stereo partly specified) is entered as i	-0.91
NC(=O)CN1C(=O)C(O)(CC(=O)/C=C\c2ccc3c(c2)OCO3)c2ccccc21 (stereo unspecified) is entered as i	0.73
CC/C(=N\NC(=O)c1nnn(-c2nonc2N)c1-c1ccc2c(c1)OCO2)c1ccccc1 is entered as i	0.05
CCCOc1ccc(CSc2nc3ccccc3[nH]2)cc1 is entered as i	1.3

Continued.
Values run as follows: CHT inh, Kir21 block
61	Cc1cc2cc(C#N)c(N3CCOCC3)nc2cc1Cl
  i, -1
62	Nc1nc(=S)[nH]c2c1C1(CCCC1)Cc1ccccc1-2
  i, -1.5
63	NNc1nc2c(Cl)cccc2s1
  i, -1.3
64	FC(F)(F)c1cnc(Sc2nnc(-c3cccs3)n2CC2CCCO2)c(Cl)c1 (stereo unspecified)
  i, -0.28
65	CCc1c(C)c2cc(Cl)c(O)c(CN3CCCC3)c2oc1=O
  i, 3
66	O=c1[nH]c(C2CCN(S(=O)(=O)c3ccc(S(=O)(=O)NC4CC4)cc3)CC2)nc2c1nnn2Cc1ccc(F)cc1
  i, -0.15
67	O=S(=O)(c1ccc(Cl)c(S(=O)(=O)N2CCCC2)c1)N1CCCC1
  i, 0.04
68	O=C(O)CSc1nnc(COc2ccc(Br)cc2)n1-c1ccccc1
  i, -0.07
69	COc1ccc(OC)c2sc(N3CCN(c4ccccc4)CC3)nc12
  i, 0.72
70	COC(=O)NCc1cccc(CNC(=O)OC)c1
  i, 1.2
71	Cc1cc(-c2ccccc2)n(-c2cc(N/N=C/c3ccccc3O)ncn2)n1
  i, /
72	O=C(NCc1ccco1)C1CC(c2cccc([N+](=O)[O-])c2)=NO1 (stereo unspecified)
  i, 0
73	COc1cc(C(=O)c2cocc2C(=O)c2ccc3c(c2)OCO3)cc(OC)c1OC
  i, 0.02
74	CCOc1ccc(NC(=O)CN(C)C(=O)c2ccccc2SCc2c(C)noc2C)cc1OCC
  i, -1.3
75	COCCN1C=C(C(=O)OC)C(c2ccc(OC)c(OC)c2)C(C(=O)OC)=C1
  i, -1.3
76	CCC(NC(=O)NNC(=O)c1ccncc1)(C(F)(F)F)C(F)(F)F
  i, 0.21
77	CCCc1cc(C(=O)NNC(=S)NC(C)c2ccccc2)cs1 (stereo unspecified)
  -6.2*, 0.41
78	COC(=O)c1c(C(=O)OC)c(-c2ccc(F)cc2)n2c1CS(=O)C2 (stereo unspecified)
  i, 1.1
79	CCCNS(=O)(=O)c1ccc(CCC(=O)NCC2CCCO2)cc1 (stereo unspecified)
  i, 0.96
80	COc1ccc(-c2csc(NC(=O)CSc3ncn[nH]3)n2)cc1OC
  i, -3.5
81	CSc1nccc(Nc2ccccc2)c1C#N
  i, 0.32
82	O=C(CC(c1ccc(F)cc1)c1ccco1)N1CCOCC1 (stereo unspecified)
  i, -1.5
83	COc1ccc(OC)c(S(=O)(=O)N2CCC(C(=O)NCc3ccccn3)CC2)c1
  i, 2.1
84	CN1CCN(c2nc3ccccn3c(=O)c2C=O)CC1
  i, 1.1
85	O=C(Nc1cccc(OCC(=O)N2CCOCC2)c1)c1cccc([N+](=O)[O-])c1
  i, -2.6
86	CCCCCCCCCOC1OC(CO)C(O)C(O)C1NC(C)=O (stereo unspecified)
  i, 0.6
87	Cc1ccc(OC(=O)C23CC4CC(CC(C4)C2)C3)c(C)n1
  i, -0.03
88	Cc1ccc(S(=O)(=O)N2CCN(C(=O)COc3ccc(C)nc3[N+](=O)[O-])CC2)c(C)c1
  i, 0.85
89	Cc1c(C(=O)NN)[nH]c2ccc([N+](=O)[O-])cc12
  i, 0.95
90	O=C(NC1CCCC1)c1cc(S(=O)(=O)N2CCOCC2)c(Cl)cc1Cl
  i, 0.97
91	CC(C)Cc1nnc(NC(=O)c2ccc([N+](=O)[O-])cc2)s1
  i, -0.2
92	CCOc1ccc(NC(=O)CN(C)C(=O)c2cc(-c3ccncc3)nc3ccccc23)cc1OCC
  i, 0.66
93	CCOc1ccccc1C1NC(=O)CCC1[N+](=O)[O-] (stereo unspecified)
  i, -0.44
94	COc1ccc(-c2cn3c(C)c(C(=O)N4CCN(c5ccccc5F)CC4)sc3n2)cc1
  i, -0.16
95	CC(C)CN(CCNC(=O)CN1C(=O)COc2ccc(S(=O)(=O)N3CCC(C)CC3)cc21)CC(C)C
  i, 0.37
96	O=C(C[n+]1ccccc1)N1CCCc2ccccc21
  i, 0.59
97	CCn1ccc(C(=O)Nc2ccccc2SC)n1
  i, -0.69
98	COc1ccc(NC(=S)NCCN2CCC(C)CC2)cc1
  i, -1.9
99	CCOC(=O)C1(Cc2cccc(OC)c2)CCCN(Cc2ccc(NC(C)=O)cc2)C1 (stereo unspecified)
  i, 0.16
100	CCc1noc(C)c1C(=O)Nc1ccc(F)c(F)c1F
  i, -1
101	Cc1ccc2cc(CN(CCN3CCOCC3)C(=O)NCc3ccccc3)c(=O)[nH]c2c1C
  /, -0.6
102	O=C(CCNC(=O)c1ccco1)Nc1ccccc1OC(F)F
  i, 0.01
103	O=C1CCC(C(=O)N2CCCC(Nc3ccc(F)cc3)C2)=NN1 (stereo unspecified)
  i, 0.51
104	O=S(=O)(c1cccs1)N1CN(CC2CCCO2)c2nc3ccccc3nc21 (stereo unspecified)
  i, 0.01
105	Cc1cc(C)c(OCC(=O)Nc2ccccc2N2CCCCC2)c(C)c1
  i, 0.85
106	COc1ccc(CCC(=O)Nc2cc(Cl)ccc2N2CCN(C)CC2)cc1
  i, -2.5
107	COCCN(Cc1ccccc1)P(=O)(O)c1ccccc1OCC(=O)O
  i, -2.8
108	Cc1cccc2nc(CSc3nc4ccc([N+](=O)[O-])cc4[nH]3)c(Br)n12
  i, -0.59
109	CCn1c(CCCOc2ccc(Cl)cc2Cl)nnc1SCC(=O)Nc1cc(F)ccc1C
  i, 0.03
110	CC(C)(CNC(=O)c1ccc(Cl)c(S(=O)(=O)N2CCc3ccccc3C2)c1)N1CCOCC1
  i, -0.04
111	O=C(O)c1nc2ccccc2nc1C(=O)O
  i, -0.7
112	COc1cc(Br)ccc1C1CC(=O)C(C)C(c2ccc(Br)cc2OC)N1 (stereo unspecified)
  i, -0.01
113	CNC(=O)c1c2c(nc3ccc(Br)cc13)CCCC2
  i, -0.71
114	CCOc1ccc(CN2CCN(c3ncnc4scc(-c5ccccc5)c34)CC2)cc1
  i, 1.2
115	COc1ccc(-n2ncc3c(=O)n(CC(=O)OCc4ccccc4)cnc32)cc1
  i, 2
116	Cc1cc2cc(CNC(=O)CCC(=O)O)ccc2n1C
  i, -0.86
117	Clc1ccc(CSc2nnc(-c3ccncc3)o2)cc1
  i, -0.34
118	COc1cccc(NC2=NCC(=O)N2Cc2cccs2)c1
  i, 0.08
119	CCOC(=O)C1CCN(c2ncnc3c2oc2ccc(Cl)cc23)CC1
  i, 1.8

Source: PubChem
